Rev-erbA mod: modulates human Rev-erb alpha binding to DNA; P20393; Rev-erbα–FITC-DNA binding, fluorescence polarization, 90 min; activity, % at 10 µM; 370,000 compounds, 0.79% hits;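 active = activity above about 14%, limit read from the data; passing the limit was not always enough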;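 also: 0% = DMSO wells with 35 nM protein and 100% = DMSO wells with 750 nM protein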
DAX1 inh-1: blocks DAX1 repression of SF-1 activated StAR promoter. HEK293T StAR-luciferase reporter, SF-1/DAX-1 repression relief. inhibition, % at 6.8 µM. 370,000 compounds, 1.1% hits. AID 652010;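 active = inhibition above the mean over all tested compounds plus 3 SD, cut at about 3.6% in these data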;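 also: 0% = DAX-1 cells with DMSO and 100% = cells lacking DAX-1 with DMSO; higher inhibition means more luminescence from relief of DAX-1 repression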
hgDAF-12 ag: hgDAF-12 agonism, primary luciferase screen; HEK293 GAL4-hgDAF12 UAS-luciferase reporter, agonist luminescence; normalized to butyrate control; activation, % at 6.8 µM; 370,000 compounds, 1.8% hits;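 active = activation above a cutoff set at the mean of all screened compounds plus 3 SD, cut at about 10% in these data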;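 also: 0% = DMSO wells and 100% = sodium butyrate wells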
FXN GAA850 act: activators of GAA850 frataxin (FXN) promoter | activation, % at 6 µM | 360,000 compounds, 0.56% hits | HEK293 lucGAA850 FXN promoter luciferase reporter, 24 h; percent of 10 µM SAHA response;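 active = activation above the average of all compounds screened plus 3 SD, cutoff fixed separately per campaign, cut at about 7.5% in these data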;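 also: 0% = DMSO wells and 100% = 10 µM SAHA wells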
ssDAF-12 act: S. stercoralis DAF-12 activation, primary screen; HEK293 ssDAF-12/GRIP1 lit1-tk-luc reporter, luminescence; % of 3 µM dafachronic acid response; 370,000 compounds, 1% hits; activation, % at 6.8 µM; AID 652126;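 active = activation above the mean over all tested compounds plus 3 SD, cut at about 0.9% in these data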;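 also: 0% = DMSO-only wells and 100% = 3 µM delta7-dafachronic acid wells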
hcDAF-12 act: activates DAF-12 receptor from parasite H. contortus | HEK293 hcDAF-12 lit1-tk-luc reporter, luminescence; 0% DMSO, 100% Δ7-dafachronic acid | activation, % at 6.8 µM | 370,000 compounds, 1.4% hits | AID 652067;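 active = activation above the mean of all tested compounds plus 3 SD, cut at about 5.5% in these data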;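 also: 100% = response to 3 µM Δ7-dafachronic acid high control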
sPLA2-III inh: Inhibits HGIII-sPLA2 liposome hydrolysis, primary screen; QFRET BODIPY PC-A2 liposome hydrolysis, fluorescence; AID 743126; Q9NZ20; inhibition, % at 12.2 µM; 370,000 compounds, 0.56% hits;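 active = inhibition above mean plus 3 SD of compounds lying within the high and low control bounds, cut at about 19% in these data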;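 also: 0% = median of test compound wells and 100% = no enzyme DMSO wells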
SMARCA2 activ: increases SMARCA2 function in MMTV reporter cells | activation, % at 9.1 µM | AID 652017 | 370,000 compounds, 1% hits | MG213 cells, MMTV-luciferase reporter, dexamethasone, overnight; in the data active = activation above about 7.8%;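 also: 0% = vehicle wells and 100% = reference activator wells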
DAX1 inh-2: inhibits human nuclear receptor DAX1 | HEK293 Gal4-DAX1 luciferase reporter, luminescence | inhibition, % at 6.75 µM | 340,000 compounds, 0.99% hits | P51843 | AID 504766;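 active = inhibition above the mean over all tested compounds plus 3 SD, cut at about 4.2% in these data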;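 also: 0% = DAX1-transfected cells with DMSO and 100% = empty-vector control cells with DMSO; inhibition shows as a rise in luminescence from relieved DAX1 repression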
PG9 Ab binder: small molecules binding HIV-1 gp120 antibody PG9 | TR-FRET gp120-PG9 antibody binding | 360,000 compounds, 0.43% hits | inhibition, % at 6.7 µM; in the data active = inhibition above about 8.5%
PLCb3 inh: inhibitors of human phospholipase C beta3. Q01970. Purified PLC-beta3, fluorogenic substrate, fluorescence. inhibition, % at 12.2 µM. 370,000 compounds, 0.18% hits. AID 720704; in the data active = inhibition above about 11%;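 also: 0% = median of compound wells on plate and 100% = full blocker control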
Target sequence (Q01970 whole entry, looked up): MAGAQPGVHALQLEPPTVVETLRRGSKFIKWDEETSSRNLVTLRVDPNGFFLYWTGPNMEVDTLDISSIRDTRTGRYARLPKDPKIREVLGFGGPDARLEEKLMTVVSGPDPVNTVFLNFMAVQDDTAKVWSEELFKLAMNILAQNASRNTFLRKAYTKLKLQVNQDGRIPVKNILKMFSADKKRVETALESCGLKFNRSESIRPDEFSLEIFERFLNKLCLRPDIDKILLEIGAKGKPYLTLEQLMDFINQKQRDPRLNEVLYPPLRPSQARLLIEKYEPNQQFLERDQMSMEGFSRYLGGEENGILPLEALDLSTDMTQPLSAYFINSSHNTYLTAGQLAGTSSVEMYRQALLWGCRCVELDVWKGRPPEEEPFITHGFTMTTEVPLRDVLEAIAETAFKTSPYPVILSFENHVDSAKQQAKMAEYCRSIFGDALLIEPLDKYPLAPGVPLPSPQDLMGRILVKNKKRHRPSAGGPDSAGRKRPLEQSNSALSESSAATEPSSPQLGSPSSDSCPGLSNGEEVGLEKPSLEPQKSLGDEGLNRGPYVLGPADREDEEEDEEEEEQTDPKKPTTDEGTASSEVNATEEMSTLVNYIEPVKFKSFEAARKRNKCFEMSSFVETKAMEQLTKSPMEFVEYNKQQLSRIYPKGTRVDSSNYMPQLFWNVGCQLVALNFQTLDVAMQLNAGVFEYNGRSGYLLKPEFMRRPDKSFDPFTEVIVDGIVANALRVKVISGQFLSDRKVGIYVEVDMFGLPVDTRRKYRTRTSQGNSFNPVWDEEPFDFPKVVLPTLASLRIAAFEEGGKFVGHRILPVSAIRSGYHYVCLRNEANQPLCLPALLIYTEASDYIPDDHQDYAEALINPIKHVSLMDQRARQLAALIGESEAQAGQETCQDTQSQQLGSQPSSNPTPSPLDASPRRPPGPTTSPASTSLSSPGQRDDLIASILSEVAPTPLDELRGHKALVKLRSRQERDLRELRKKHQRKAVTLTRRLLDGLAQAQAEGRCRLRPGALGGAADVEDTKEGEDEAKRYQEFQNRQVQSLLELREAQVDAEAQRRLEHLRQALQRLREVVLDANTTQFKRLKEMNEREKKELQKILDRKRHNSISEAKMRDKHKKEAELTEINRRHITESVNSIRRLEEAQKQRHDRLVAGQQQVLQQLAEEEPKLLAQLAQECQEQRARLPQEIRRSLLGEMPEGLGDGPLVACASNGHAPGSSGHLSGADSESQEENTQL
Active calls of the source: *; i = inactive; x = not tested or not shown. Compounds were not picked by outcome. Share with any hit: about 7%.

SMILES | Rev-erbA mod | DAX1 inh-1 | hgDAF-12 ag | FXN GAA850 act | ssDAF-12 act | hcDAF-12 act | sPLA2-III inh | SMARCA2 activ | DAX1 inh-2 | PG9 Ab binder | PLCb3 inh
COC(=O)c1cccn(CC(=O)c2ccc(Cl)cc2)c1=O | 12 | -0.6 | -0.6 | 1.2 | -1.0 | -0.1 | -3 | 0 | -0.8 | -1.9 | -2
O=C(CSc1ccccn1)Nc1ccc(F)c([N+](=O)[O-])c1 | -4 | -1.4 | -1.5 | 0.0 | -1.4 | -0.2 | 0 | 5 | -0.6 | -0.4 | -32
O=[N+]([O-])c1cccc(-c2nnc(SCc3cccnc3)o2)c1 | -1 | -1.5 | 3.2 | 1.4 | -2.1 | -0.2 | -1 | 0 | 1.4 | -1.0 | -5
O=C(NCc1ccco1)C1CCCN(S(=O)(=O)c2ccc(Cl)cc2)C1 (configuration not stated) | 3 | -0.6 | -1.5 | 1.0 | -0.4 | 0.2 | -2 | -2 | 0.4 | 2.6 | -1
Cc1cccc(C(=O)N2CCc3cc(-c4nc(NC(=O)CN5CCCC5)sc4C)ccc32)c1 | 1 | -0.8 | -1.2 | 0.6 | -1.3 | -1.6 | -12 | -2 | 0.4 | 0.6 | -10
NNc1nc(-c2ccccc2Cl)nc2sc3c(c12)CCCC3 | 14 | 2.0 | 8.9 | 2.5 | 0.8 | 8.3* | 9 | 3 | 1.7 | -0.9 | -21
CCOC(=O)C(C)c1nn(C)c(=O)c2ccccc12 (configuration not stated) | 0 | -1.2 | -1.9 | -1.7 | -1.2 | -2.5 | 0 | -4 | -0.2 | 2.6 | 2
COC(=O)c1ccc(S(=O)(=O)N(CCO)Cc2ccccc2)n1C | 1 | -0.6 | -2.1 | -1.4 | -0.7 | -1.1 | 1 | -2 | 0.6 | -0.9 | -4
COc1cc2c(cc1OC)C(C)N(C(=O)Nc1cc(C)cc(C)c1)CC2 (configuration not stated) | -1 | -1.3 | 0.5 | -3.3 | -1.7 | -3.4 | -3 | 1 | -2.6 | -1.8 | -4
NS(=O)(=O)c1ccc(NC(=O)COc2cccc3ccccc23)cc1 | 1 | -1.4 | -1.1 | 1.6 | -1.2 | -1.7 | -15 | -2 | -0.3 | 0.8 | -6
Cc1cccc(N2CCN(C(=O)C(C)n3nc(C)n4c(cc5occc54)c3=O)CC2)c1C (configuration not stated) | x | -0.6 | 0.3 | 0.4 | -0.9 | 0.2 | -3 | -1 | -0.1 | -1.4 | -4
O=C(CSc1n[nH]c(-c2cccs2)n1)N1CCCCC1 | 1 | 1.9 | 1.8 | 0.0 | -0.4 | -0.1 | 4 | 5 | -0.3 | -1.3 | -5
O=C(CCN1C(=O)c2ccccc2C1=O)NCc1ccc(Cl)cc1 | -5 | 0.4 | -0.1 | 1.0 | -0.7 | 0.0 | 2 | 5 | -0.1 | -3.4 | 0
CN(Cc1ccccc1)C(=O)C1CCN(Cc2ccc(F)cc2)CC1 | -2 | -0.2 | -1.3 | 0.1 | -1.1 | -1.6 | 1 | 7 | -0.7 | -0.8 | 5
COC(=O)c1sc(-c2cccs2)cc1NC(=O)/C=C/C(=O)O | -3 | -0.1 | 0.5 | -1.4 | -1.7 | 0.9 | 0 | 2 | x | -11 | -67
Cn1ncc2nnn(-c3ccccc3)c(=O)c21 | -2 | -0.2 | -1.9 | 0.0 | -1.3 | -1.4 | -5 | 1 | -0.8 | 1.6 | 2
O=C(CSc1nc2nc(-c3cccs3)cc(C(F)(F)F)c2c(=O)[nH]1)C(F)(F)F | -3 | 1.0 | 13* | 5.0 | -1.7 | 1.2 | -9 | 0 | 1.9 | 1.5 | i
COc1cccc(-n2nc3c(=O)n(Cc4ccccc4Cl)nc(C)c3c2C)c1 | 9 | 0.8 | 0.7 | 2.9 | -1.1 | 1.0 | 1 | 6 | -0.7 | -2.6 | 2
CCCC1(C(=O)OCC)NC(c2ccc(N(C)C)cc2)C2C(=O)N(c3ccccc3)C(=O)C21 (configuration not stated) | 8 | -0.5 | -1.7 | -3.4 | -0.9 | -0.2 | -29 | -5 | 2.9 | -2.0 | -1
COc1ccc(-n2nc3c(c2NC(=O)C2CCCC2)CS(=O)C3)cc1 (configuration not stated) | 5 | 1.7 | 0.2 | -0.6 | -1.6 | -1.1 | 5 | 3 | 0.2 | -0.3 | 5
O=C(Nc1cccnc1)c1ccc2nc(-c3ccccc3)c(-c3ccccc3)nc2c1 | 9 | -0.8 | -0.5 | -1.1 | -1.1 | 1.4 | -4 | -1 | 0.7 | 0.3 | -1
Cc1ccc(-n2c(SCC(=O)O)nc3sc4c(c3c2=O)CCCC4)cc1 | -1 | 0.0 | 1.9 | 0.1 | -1.4 | -0.1 | -2 | -4 | 0.2 | 0.7 | -2
CC(NC(=O)c1cc(-c2ccc(Br)cc2)on1)c1ccccc1 (configuration not stated) | 1 | -0.3 | 1.9 | 5.0 | -1.4 | -1.4 | 2 | 0 | -0.8 | 0.0 | 2
C=CCN1[C@@H](C)[C@H](c2ccccc2)Oc2cccc(NCCc3ccccc3)c2S1(=O)=O | 1 | 3.2 | 0.2 | x | 0.6 | -0.6 | 12 | -5 | x | -0.3 | -5
CCN(CC)CCOC(=O)C(Cc1ccco1)Cc1cccc2ccccc12 (configuration not stated) | 4 | -0.3 | 0.2 | 1.0 | -1.2 | -0.6 | -15 | -1 | 2.5 | -3.2 | 3
CCCCc1nc2c(=O)[nH]c3ccccc3c2o1 | -1 | 0.1 | -0.7 | 3.5 | -1.3 | -0.7 | -5 | 2 | -1.2 | 1.6 | 1
S=C1SCN(CCc2ccccc2)CN1CCc1ccccc1 | 12 | 0.6 | 5.1 | -0.8 | -0.5 | 0.5 | -2 | -3 | -0.4 | -0.7 | 0
CCC(=O)Nc1ccccc1-c1nc2ccccc2[nH]c1=O | -4 | 0.1 | 1.4 | 0.8 | -0.2 | -0.8 | 0 | 1 | -0.6 | -1.4 | -10
O=C(c1cc(COc2ccc3ncccc3c2)on1)N1CCCC(O)C1 (configuration not stated) | -3 | -1.5 | -3.0 | -2.2 | -0.9 | -2.4 | 2 | -1 | -1.6 | 0.6 | -6
Cc1cc(Br)ccc1SCC(=O)Nc1cccnc1 | 0 | -0.7 | 0.1 | 2.4 | -1.4 | -2.6 | 2 | -3 | -2.5 | 1.8 | -23

Fetched one by one from the entries so far (6):
SMILES | Rev-erbA mod | DAX1 inh-1 | hgDAF-12 ag | FXN GAA850 act | ssDAF-12 act | hcDAF-12 act | sPLA2-III inh | SMARCA2 activ | DAX1 inh-2 | PG9 Ab binder | PLCb3 inh
CC(NC(=O)c1cc(-c2ccc(Br)cc2)on1)c1ccccc1 (configuration not stated) | 1 | -0.3 | 1.9 | 5.0 | -1.4 | -1.4 | 2 | 0 | -0.8 | 0.0 | 2
Cc1ccc(-n2c(SCC(=O)O)nc3sc4c(c3c2=O)CCCC4)cc1 | -1 | 0.0 | 1.9 | 0.1 | -1.4 | -0.1 | -2 | -4 | 0.2 | 0.7 | -2
O=C(Nc1cccnc1)c1ccc2nc(-c3ccccc3)c(-c3ccccc3)nc2c1 | 9 | -0.8 | -0.5 | -1.1 | -1.1 | 1.4 | -4 | -1 | 0.7 | 0.3 | -1
CCCCc1nc2c(=O)[nH]c3ccccc3c2o1 | -1 | 0.1 | -0.7 | 3.5 | -1.3 | -0.7 | -5 | 2 | -1.2 | 1.6 | 1
S=C1SCN(CCc2ccccc2)CN1CCc1ccccc1 | 12 | 0.6 | 5.1 | -0.8 | -0.5 | 0.5 | -2 | -3 | -0.4 | -0.7 | 0
C=CCN1[C@@H](C)[C@H](c2ccccc2)Oc2cccc(NCCc3ccccc3)c2S1(=O)=O | 1 | 3.2 | 0.2 | x | 0.6 | -0.6 | 12 | -5 | x | -0.3 | -5

(more compounds)
SMILES | Rev-erbA mod | DAX1 inh-1 | hgDAF-12 ag | FXN GAA850 act | ssDAF-12 act | hcDAF-12 act | sPLA2-III inh | SMARCA2 activ | DAX1 inh-2 | PG9 Ab binder | PLCb3 inh
Cc1nc2ccc(N=NC3=C(O)CCCC3=O)cc2s1 | 2 | 1.0 | 9.2 | 3.2 | -0.6 | 2.2 | 8 | 7 | 1.7 | -6.6 | -2
Cc1csc(NC(=O)c2nn(C)c(C)c2[N+](=O)[O-])n1 | 1 | 0.3 | 4.4 | 4.3 | -0.6 | 1.0 | 10 | -1 | 0.3 | -1.1 | 1
CC1CCCN(C(=O)CSc2nnc(-c3cccnc3)n2C2CCCCC2)C1 (configuration not stated) | 4 | -0.6 | 3.7 | -0.8 | -1.1 | -1.1 | -19 | 1 | -0.5 | -2.1 | 1
C=CCn1cccc(C(=O)Nc2ccc(OC)cc2)c1=O | 2 | 0.1 | -1.0 | 3.2 | -0.2 | 0.6 | -3 | -2 | x | -2.9 | -6
Cc1ccc(NC(=O)Cn2cncc2-c2ccc([N+](=O)[O-])cc2)cc1C | 3 | 0.1 | 0.5 | 2.5 | -1.2 | -1.1 | -5 | 1 | 0.5 | 1.5 | -5
O=C(COC(=O)c1cccnc1Cl)NCc1ccc2c(c1)OCO2 | -3 | -0.1 | -1.7 | 0.2 | -1.4 | -0.9 | 5 | -1 | -0.1 | -0.5 | 1
CCCCCCCCN1CN2Cc3cc(OC)ccc3C2CS1(=O)=O (configuration not stated) | 5 | -0.5 | -0.1 | x | -0.6 | -0.4 | -2 | -3 | x | x | -12
CCCN(CCC)Cc1c(C(=O)N/N=C/c2cccs2)nnn1-c1nonc1N | -4 | 0.4 | 2.6 | -0.6 | -1.6 | -2.7 | -9 | 5 | 1.0 | -1.7 | -8
CN(CC(=O)Nc1cccc(F)c1)C(=O)CCc1nc2sc3c(c2c(=O)[nH]1)CCCC3 | 20* | 1.6 | 1.3 | -2.0 | -1.0 | -0.5 | -5 | 4 | -0.3 | 1.7 | -20
CCCc1nc(-c2ccc(-c3ccc(F)cc3)cc2)no1 | 0 | 0.8 | 2.4 | 3.5 | -0.9 | -1.2 | 4 | 0 | 1.4 | -0.4 | -2
O=c1cc(CN(Cc2ccccc2)Cc2ccccc2)c2ccccc2o1 | 22* | -1.2 | -0.3 | x | -0.4 | -0.7 | 0 | -2 | x | -0.7 | -3
CCCCCCCCCCCCN1C/C(=C\C(=O)OCC)c2ccccc2S1(=O)=O | 4 | 0.6 | 2.0 | 1.2 | -0.9 | 0.1 | 2 | 0 | -0.1 | -1.2 | 0
Cc1cc(C)nc(N2CCCC(C(=O)Nc3ccc4nc(C)c(C)nc4c3)C2)n1 (configuration not stated) | -1 | 0.1 | -1.4 | 2.6 | -1.6 | -2.0 | -8 | 0 | -0.9 | -4.5 | -5
CCN1CCCC1Cn1cnc2c([nH]c3ccc(OC)cc32)c1=O (configuration not stated) | 1 | 0.3 | -0.4 | 2.5 | -0.7 | -1.2 | 0 | 0 | 2.0 | -0.1 | -252
Cn1c(SCc2cc(=O)n3cc(Br)ccc3n2)nnc1C1COc2ccccc2O1 (configuration not stated) | -14 | 0.0 | 0.2 | -1.2 | -1.4 | -1.6 | -2 | 4 | -0.1 | 0.9 | -16
Cn1c(SCC(=O)Nc2ccc3c(c2)oc2ccccc23)nnc1-c1ccccc1 | 13 | 0.1 | 1.9 | 1.3 | -0.1 | 2.2 | -1 | -2 | 1.7 | 3.0 | -2

Screening data deposited in PubChem BioAssay by several laboratories.
